# RXFP1 antagonist = qHTS Assay for Antagonists of the Relaxin Receptor RXFP1. activity change, negative = inhibition, % at 57.5 µM. AID 1259400, 2018. hit rate 0.59% among 350,000. Relaxin receptor 1 (Homo sapiens), Q9HBX9. HEK293-RXFP1, relaxin-stimulated cAMP HTRF, 30 min; hits give low values;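 active = activity change of -60% or lower, but not beyond a set lower limit; inconclusive = change between -60% and -40%, or beyond the set limit; inactive = change above -40%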; note: % is set by controls: 0 for no effect and ±100 for the full control effect
# Target sequence (Q9HBX9 whole entry, looked up): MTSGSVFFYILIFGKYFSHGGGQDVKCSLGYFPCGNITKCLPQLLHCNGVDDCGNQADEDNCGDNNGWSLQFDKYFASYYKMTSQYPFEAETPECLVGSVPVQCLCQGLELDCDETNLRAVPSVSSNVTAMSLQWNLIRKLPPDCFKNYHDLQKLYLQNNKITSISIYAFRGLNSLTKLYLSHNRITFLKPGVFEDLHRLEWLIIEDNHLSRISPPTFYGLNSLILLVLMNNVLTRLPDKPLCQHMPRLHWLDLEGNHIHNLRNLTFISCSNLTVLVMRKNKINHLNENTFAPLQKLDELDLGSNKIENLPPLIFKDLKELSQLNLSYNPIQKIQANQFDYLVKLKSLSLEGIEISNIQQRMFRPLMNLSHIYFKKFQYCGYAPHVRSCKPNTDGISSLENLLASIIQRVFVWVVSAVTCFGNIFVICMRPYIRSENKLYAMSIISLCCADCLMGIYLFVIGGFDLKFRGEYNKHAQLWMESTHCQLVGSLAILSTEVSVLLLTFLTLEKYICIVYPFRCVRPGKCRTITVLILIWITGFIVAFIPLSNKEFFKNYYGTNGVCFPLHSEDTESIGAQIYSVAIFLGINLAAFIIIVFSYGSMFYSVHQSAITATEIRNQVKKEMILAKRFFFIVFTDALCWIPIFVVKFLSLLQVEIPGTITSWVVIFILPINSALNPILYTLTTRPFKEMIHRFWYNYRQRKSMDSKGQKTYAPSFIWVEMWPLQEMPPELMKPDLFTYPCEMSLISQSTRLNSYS
# RXFP1 agonist = qHTS Assay for Agonists of the Relaxin Receptor RXFP1 | Relaxin receptor 1 (Homo sapiens), Q9HBX9 | HEK293T-RXFP1 cAMP TR-FRET, 30 min; response scale: percent of porcine relaxin response, buffer zero | Potency, µM (series often up to 57.5 µM), without a hit: top-dose activation, usual class: activators | hit rate 0.3% among 370,000; note: potency is the fitted concentration of half-maximal effect; % is set by controls: 0 for no effect and ±100 for the full control effect; nearly all actives have a fitted effect of over 60% in size; many of its hits are not listed in these tables
#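 HEK293 cells stably expressing RXFP1, treated 30 min at 37C with compounds plus PDE4 inhibitor Ro 20174; cAMP measured by HTRF TR-FRET. Normalized to buffer and 29 nM porcine relaxin; EC50 by Hill fit.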
# TRHR PAM = qHTS for Small Molecule Agonists and Allosteric Enhancers of Human TRH Receptor: Primary Screen for Enhancers. Thyrotropin-releasing hormone receptor (Homo sapiens), P34981. TRHR cells, fluo-8 calcium fluorescence, EC20 TRH enhancement. enhancement, % at 2 µM. hit rate 0.66% among 360,000. AID 493056, 2011; in the data active = enhancement above about 30%; note: 0% is about no effect
#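 Enhancer read-out: after compound pinning and an initial kinetic agonist-mode read, an EC20 of TRH (10 nM final) was injected and fluo-8 calcium signal (Ex 480/Em 530) followed at 1 s/cycle for 100 cycles in TRHR-expressing cells.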
# D2 potentiator = HTS Assay for Positive Allosteric Modulators of the Human D2 Dopamine Receptor: Primary Screen for Potentiators | D(2) dopamine receptor (Homo sapiens), P14416 | HEK293 T-REx D2, calcium flux, EC20 dopamine potentiation | potentiation, % at 10 µM | hit rate 0.34% among 340,000 | AID 485347, 2010;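 active = potentiation over 3 SD above the plate norm, cut at about 30% in these data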; note: 0% is about no effect
#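 Cells plated with tetracycline inducer and held overnight at 30 C; calcium dye loaded 30–90 min at room temperature; baseline taken, compound added and read 180 s; EC20 dopamine then added and read 180 s.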
# D1 ag = Allosteric Agonists of the Human D1 Dopamine Receptor: qHTS; D(1A) dopamine receptor (Homo sapiens), P21728; HEK293 T-REx D1 cells, calcium flux, agonist mode; activation, % at 2 µM; hit rate 1% among 360,000; in the data active = activation above about 30%; note: 0% is about no effect
#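 Agonism was scored from calcium flux recorded over 180 s (1 read/s) after pintool compound addition, following a 10-cycle baseline. Cells were inducible force-coupled HEK293 TREx D1, plated overnight at 30 C and loaded with no-wash calcium dye.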
# D1 antagonist = Antagonist of Human D 1 Dopamine Receptor: qHTS | activity change, negative = inhibition, % at 10 µM | AID 504652, 2011 | hit rate 3.2% among 360,000 | HEK293 TREx D1 cells, calcium flux, dopamine EC80; hits give low values; in the data active = activity change below about -30%; note: % is set by controls: 0 for no effect and ±100 for the full control effect
#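 Compound effects on dopamine-evoked calcium signalling were measured in tetracycline-induced HEK293 Trex D1 cells. Dopamine at EC80 followed a 180 s compound pre-read, and fluorescence was tracked kinetically for 180 s more.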
# D1 PAM = Potentiators of Human D1 Dopamine Receptor: qHTS; D(1A) dopamine receptor (Homo sapiens), P21728; hit rate 0.036% among 360,000; AID 504651, 2011; potentiation, % at 10 µM; HEK293 TREx D1 cells, calcium flux, dopamine EC20 potentiation; in the data active = potentiation above about 30%; note: 0% is about no effect
# TRHR agonist = qHTS for Small Molecule Agonists and Allosteric Enhancers of Human TRH Receptor: Primary Screen for Agonists; Thyrotropin-releasing hormone receptor (Homo sapiens), P34981; TRHR cells, calcium flux fluo-8, FDSS agonist mode; activation, % at 2 µM; hit rate 0.18% among 360,000; AID 493084, 2011; in the data active = activation above about 30%; note: 0% is about no effect
#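 Agonist-mode FDSS calcium read (Ex 480/Em 530, 1 s cycles) in 1536-well TRHR cells with fluo-8 dye, after 10-cycle baseline and 23 nL compound addition; TRH at EC20 (10 nM final) added afterwards for the enhancer phase.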
# Apoferritin bind = qHTS Assay for Identification of Novel General Anesthetics | hit rate 0.074% among 350,000 | AID 485281, 2010 | apoferritin/1-aminoanthracene competitive binding, fluorescence | Potency, µM (series often up to 77.5 µM), for inactives: top-dose activity change, negative = displacement, most hits filed as inhibitors | Ferritin light chain (Equus caballus), P02791; note: potency is the fitted concentration of half-maximal effect; % is set by controls: 0 for no effect and ±100 for the full control effect; nearly all actives have a fitted effect of over 20% in size
# Target sequence (P02791 2-175 limits assumed): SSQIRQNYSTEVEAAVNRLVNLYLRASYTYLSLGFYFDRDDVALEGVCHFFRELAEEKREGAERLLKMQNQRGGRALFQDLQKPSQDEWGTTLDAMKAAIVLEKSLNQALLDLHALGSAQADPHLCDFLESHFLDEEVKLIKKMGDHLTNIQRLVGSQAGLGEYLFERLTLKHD
#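 10 uM apoferritin + 50% sat. 1-AMA, PBS; cpd 10 min RT; Ex380/Em535 endpoint; normalized to free probe vs complex; 4-param Hill fit; propofol titration as pos. ctrl.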
# Active calls of the source: *; ? = inconclusive; . = no result given; & = joins results of further samples; [ ] = dose if it differs, or a comment. Unless noted, calls come from the whole dose curve; as a rule, active = well fitted curve in the direction sought with a large enough effect; inconclusive = small, poorly fitted or top-dose-only effect, or another doubt; inactive = no such curve, though single readings can be large; an effect the other way counts as inactive or inconclusive. Some of the compounds tested; rates above refer to the full screens.
SMILES,RXFP1 antagonist,RXFP1 agonist,TRHR PAM,D2 potentiator,D1 ag,D1 antagonist,D1 PAM,TRHR agonist,Apoferritin bind
O=C(Oc1ccccc1-c1csnn1)c1cccs1,-4,0.9%,0,-7,3,-5,-4,-0.5,-15%
COc1ccc(NC(=O)CC2SC(=Nc3ccccc3)NC2=O)c(OC)c1 (configuration not stated),.,-0.1%,-4,-9,-2,-27,6,0.0,1%
C=CCNc1nc2c(c(=O)n(C)c(=O)n2C)n1CC(=C)C,.,8.7%,-5,-5,0,-9,-12,-0.5,-2%
Cc1ccc2cccc(OCC(=O)Nc3cccc(S(=O)(=O)N4CCCC4)c3)c2n1,?,-0.3%,4,5,5,-1,.,0.4,.
Cc1cc2nccc(-c3ccc(F)cc3)n2n1,1,4.4%,13,11,0,3,-3,-0.3,3%
CCc1cc(CNC(=O)C2CCC(=O)N(CCc3ccc(OC)cc3)C2)on1 (configuration not stated),5,-1.8%,0,2,4,-4,-4,0.1,-3%
COc1cc(Br)c(CCNC(=O)Cc2ccccc2)cc1OC,-3,0.8%,-17,-4,-1,-8,-1,0.1,-8%
Cc1cccc(N2CCN(C(=O)CC(NC(=O)c3ccccc3Cl)c3ccccc3)CC2)c1C (configuration not stated),-7,-0.4%,19,-3,1,-13,-4,-0.8,-2%
CN1CCc2c(sc(NC(=O)c3ccc(S(=O)(=O)N4CCCCCC4)cc3)c2C(N)=O)C1,-14,-0.1%,3,-2,19,15,4,51*,?
CCn1c(SCC(=O)N2CCCC2)nc2ccccc2c1=O,-11,0.5%,5,-3,0,-6,-2,-0.2,-10%
O=C(CSc1nnc2sc3ccccc3n12)NCc1ccco1,-10,13%,-3,-1,1,1,-1,0.2,-13%
COc1cc(OC)c(C(=O)N(Cc2ccco2)Cc2cccs2)cc1OC,.,.,-3,.,1,-10,-4,-1.1,.
CCN(CC(=O)Nc1ccc(NC(C)=O)cc1)C(=O)COc1ccccc1-c1ccccc1,3,0.8%,-1,10,0,19,-14,0.0,.
CCc1ccc(NC(=O)Nc2ccc3c(c2)N(C)C(=O)CS3)cc1,.,-1.2%,-4,-1,16,-2,.,0.7,?
Cc1cccc(OCC(=O)Nc2ccncc2)c1C,-6,0.1%,-2,1,13,-1,-10,-0.5,-8%
CC(=O)c1cc(C#N)c(SCCC(C)C)nc1C,2,3.4%,11,7,8,-41*,0,0.2,-14%
CC(C)OC(=O)C1CC=CCC1C(=O)Nc1ccc(Cl)cc1 (configuration not stated),-6,0.0%,12,-9,1,-7,3,0.4,?
CCOc1cccc(-c2nnc3sc(COc4ccccc4)nn23)c1,-2,1.6%,-9,.,5,12,0,1.4,2%
CN(C)N1C(N)=C(C#N)C(c2ccsc2)C2=C1CC(C)(C)CC2=O (configuration not stated),8,3.8%,7,14,2,18,1,-0.5,-4%
COCCCNC(=O)c1ccc(Cn2c(=O)c3ccccc3n(CC(=O)NCCc3ccc(OC)c(OC)c3)c2=O)cc1,0,-0.1%,-7,-3,2,9,-9,-0.1,-5%
COc1ccc2[nH]c(-c3ccc(C)cc3)cc(=O)c2c1,.,0.0%,1,-10,-5,-6,-8,0.3,5%
Cc1ccc(C)c(NC(=O)CSc2nc(=O)n(CCN3CCOCC3)c3c2CCCC3)c1,1,1.8%,4,.,2,3,-11,-0.3,.
Cc1cc(C)n2nc(C(=O)Nc3ccc(S(=O)(=O)N(C)C)cc3)nc2n1,17,3.9%,-2,2,3,-4,-3,0.5,-4%
COC(=O)c1ccc(OCc2cc(=O)n3ccsc3n2)cc1,-10,1.4%,10,0,7,17,2,-0.5,2%
Cc1ccc(CNC(=O)CS(=O)(=O)Cc2nc(-c3ccccc3C)oc2C)cc1,.,-1.0%,-4,-15,4,-8,-2,0.5,-18%
CC(C)Oc1ccc2nnnn2n1,0,1.3%,20,16,1,-3,-3,0.5,-7%
COc1ccc(N2CCN(CCNC(=O)Nc3cc(Cl)ccc3Cl)CC2)cc1,21,9.6%,-1,-18,2,7,-4,0.3,-7%
CC(=O)Nc1ccc(S(=O)(=O)NCCC(=O)NNC(=O)c2ccccc2O)cc1,7,-0.9%,5,9,3,1,9,0.4,.
CN1CCN(C(=O)CN(Cc2ccccc2)S(C)(=O)=O)CC1,25,4.0%,5,0,1,1,-3,0.8,-12%
O=C1c2oc3ccc(Br)cc3c(=O)c2C(c2cccc(F)c2)N1CCO (configuration not stated),-6,4.2%,-1,-5,2,4,-6,0.3,-17%
Cc1ccc(O)c(C(=O)c2cnn(-c3ccc(S(=O)(=O)N4CCOCC4)cc3[N+](=O)[O-])c2)c1,2,4.1%,0,4,3,6,-5,0.7,-2%
COc1cccc(C(=O)Nc2ccccc2NC(=O)c2cccc(OC)c2)c1,-5,-1.6%,-3,12,0,-1,-1,0.3,-14%
CC(C)(C)c1ccc(/C=C/C(=O)N2CCCCC2)cc1,-10,0.6%,4,9,2,-16,4,-0.7,?
CCN(CC(=O)NCc1ccc(Cl)cc1)C(=O)c1ccc(S(=O)(=O)N(C)C)cc1,-1,-1.2%,7,9,5,3,-11,-0.4,-10%
CCN(CCNC(=O)C1CCN(Cc2nc(-c3ccc(Cl)cc3)oc2C)CC1)c1ccccc1,-62*,1.1%,-11,-1,48*,-45*,-7,1.4,-19%
CC(C)CC(NC(N)=O)C(=O)OCC(=O)N(Cc1ccccc1)Cc1ccccc1 (configuration not stated),-2,0.7%,-6,6,1,10,2,0.2,-1%
O=C(O)COc1ccc(/C=N/n2c(COc3ccccc3)nc3ccccc3c2=O)cc1,.,0.3%,8,-2,1,-5,2,0.5,-6%
Cc1cc(C(=O)CSc2nnnn2-c2ccccc2)c(C)n1CC1CCCO1 (configuration not stated),-15,-1.5%,6,2,7,-18,1,0.5,-9%
C=CCNc1nc(Nc2ccc([N+](=O)[O-])cc2)nc(OCC)n1,-12,0.9%,1,.,3,-55*,-9,0.5,-16%
CC(=O)N1CCc2cc(S(=O)(=O)N3CCCCC3C)ccc21 (configuration not stated),4,1.7%,0,-13,3,8,-3,0.0,-15%

# Another view of some results above.
SMILES	RXFP1 antagonist	RXFP1 agonist	TRHR PAM	D2 potentiator	D1 ag	D1 antagonist	D1 PAM	TRHR agonist	Apoferritin bind
Cc1ccc(O)c(C(=O)c2cnn(-c3ccc(S(=O)(=O)N4CCOCC4)cc3[N+](=O)[O-])c2)c1	2	4.1%	0	4	3	6	-5	0.7	-2%
COc1cccc(C(=O)Nc2ccccc2NC(=O)c2cccc(OC)c2)c1	-5	-1.6%	-3	12	0	-1	-1	0.3	-14%
CC(C)(C)c1ccc(/C=C/C(=O)N2CCCCC2)cc1	-10	0.6%	4	9	2	-16	4	-0.7	?

# Next entries follow:
SMILES,RXFP1 antagonist,RXFP1 agonist,TRHR PAM,D2 potentiator,D1 ag,D1 antagonist,D1 PAM,TRHR agonist,Apoferritin bind
CCOc1ccc2ccccc2c1/C=N/n1cncn1,-6,0.3%,3,17,13,-47*,4,-0.5,-7%
O=C(c1cccn2c(=O)c3cc(Cl)ccc3nc12)N1CCOCC1,18,8.6%,5,-5,1,7,0,-0.4,68%[activator]
O=C(CSc1ccc(-c2ccco2)nn1)Nc1ccccc1F,2,0.1%,0,5,0,-17,4,-0.4,-16%
CCOCCCNC(=S)Nc1ccc2nc(N3CCCC3)cc(C)c2c1,.,1.6%,1,-8,1,-9,0,0.1,-4%
NNC(=O)/C=C/c1ccc(Cl)cc1Cl,6,-1.8%,2,-13,0,0,6,0.0,-18%
CN(CC(=O)Nc1ccc(N2CCOCC2)cc1)C(=O)c1cc2c(s1)CCCC2,-4,1.6%,-6,0,0,0,2,-0.9,.
O/N=C/CCn1c(=S)sc2ccccc21,-33,-0.3%,1,-5,1,2,-7,-0.3,?
COc1ccc(C)cc1NC(=O)c1cc2ccccc2o1,-16,2.5%,-5,0,4,7,-2,-0.3,-13%
COc1ccc2c(c1OC)C(=O)N(c1cccc(/C=C/C(=O)O)c1)C2,-9,-2.2%,-1,-3,2,-29,-6,0.4,3%
O=C(Cc1ccc(F)cc1)Nc1nnc(SCC(=O)N2CCCCC2)s1,-12,1.4%,2,4,5,9,3,-0.2,?
Nc1ccc(Sc2ccccc2CC(=O)O)cc1,.,-1.0%,-3,7,3,-17,-6,0.1,-12%
CC(C)n1c(SCC(=O)Nc2nncs2)nnc1-c1ccco1,-14,-3.7%,-6,9,1,-1,-2,0.3,-12%
N/C(Cc1ccc([N+](=O)[O-])cc1)=N\OC(=O)C(c1ccccc1)c1ccccc1,-10,1.3%,-8,-5,8,33,9,0.2,?
O=C(OCCN1CCOCC1)c1cccs1,-15,1.5%,-3,19,1,-10,3,0.6,-2%
CCOc1ccc(/C=N/NC(=O)c2nnn(-c3nonc3N)c2-c2cccs2)cc1,-38,5.6%,4,5,165*,64,10,0.7,-6%
O=C(N/N=C/c1cccc(OC2CSC2)c1)c1ccccc1O,-32,-2.2%,-9,-5,18,-29,-5,1.9,-9%
CCOC(=O)c1c(Nc2nc(C)c(C(=O)NC)s2)sc(C)c1C,-6,4.2%,-8,-3,2,3,-4,0.1,7%
Cc1ccc(N(C)S(=O)(=O)c2ccc3c(c2)NC(=O)C(C)S3)cc1 (configuration not stated),-4,-3.4%,7,-1,2,-1,-4,-0.6,-6%
CSc1ccccc1C(=O)Nc1nc2ccccc2c(=O)[nH]1,-1,-0.5%,-1,8,1,11,-1,-0.2,-23%
COCCCNC(=S)N1CCN(c2ccc([N+](=O)[O-])cc2)CC1,-2,0.7%,0,-3,8,-33*,-4,-0.1,-6%
Cc1nn(CCC#N)c2nc(-c3ccccc3)cc(C(F)(F)F)c12,4,0.7%,6,23,2,-20,-6,0.5,?
Cc1oc(-c2cccc(Cl)c2)nc1CSCC(=O)O,-15,7.6%&4.8%,-5&-5,-12&-8,-4&-1,4&9,1&-2,-0.7&0.0,1%&-11%
